ROMK mod: ROMK potassium channel modulators, primary screen, cell-based, thallium flux, MLSMR library; ATP-sensitive inward rectifier potassium channel 1 (Homo sapiens), P48048; Tet-inducible ROMK, thallium flux fluorescence; actives lie on both sides; B-score at 10 µM; 2% of 130,000 active;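 active = signal ratio slope over the read window, or its plate-corrected B-score, at least 3 SD from the plate mean, either direction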;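 note: B-score of the F/F0 ratio slope over 7 to 12 s after thallium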
Target sequence (P48048 whole entry, looked up): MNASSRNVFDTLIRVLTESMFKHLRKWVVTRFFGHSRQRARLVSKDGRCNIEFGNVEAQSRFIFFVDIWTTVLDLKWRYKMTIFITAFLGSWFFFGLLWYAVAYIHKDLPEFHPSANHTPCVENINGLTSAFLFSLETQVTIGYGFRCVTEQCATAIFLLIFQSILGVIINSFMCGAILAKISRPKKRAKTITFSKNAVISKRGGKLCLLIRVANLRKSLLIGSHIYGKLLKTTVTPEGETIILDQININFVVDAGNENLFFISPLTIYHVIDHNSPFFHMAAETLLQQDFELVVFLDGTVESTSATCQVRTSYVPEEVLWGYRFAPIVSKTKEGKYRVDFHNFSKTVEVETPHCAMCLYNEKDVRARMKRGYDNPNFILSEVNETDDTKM
S1P3 antagonist: S1P3 receptor antagonists, primary screen, cell-based; Sphingosine 1-phosphate receptor 3 (Homo sapiens), Q99500; CHO S1P3 NFAT-BLA reporter, FRET fluorescence, antagonist mode; inhibition, % at 4.98 µM; 0.27% of 170,000 active; AID 485, 2006;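 active = inhibition above the plate cutoff, the mean inhibition of test wells on that plate plus 3 SD, cut at about 28% in these data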;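 note: cells challenged with S1P at its EC80 of 0.8 µM; blue over green emission ratio from cleaved BLA substrate after 4 h stimulation; 0% = S1P-stimulated wells and 100% = unstimulated DMSO-only wells; some compounds past the cut are filed as inactive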
bIAP inhibitor: bovine intestinal alkaline phosphatase inhibitors, primary screen, selectivity assay for TNAP inhibitor project, biochemical, bovine IAP, CDP-star luminescence. alkaline phosphatase, intestinal [Bos taurus]. purified bovine IAP, 30 min. inhibition, % at 20 µM. 190,000 tested, under 10 active;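 active = over 50% inhibition of intestinal alkaline phosphatase at 20 µM in the single-dose screen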
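Assay system: bovine IAP enzyme; medium: DEA buffer 100 mM, pH 9.8, with MgCl2 1.0 mM, ZnCl2 0.02 mM; doses: 20 µM single dose; incubation: enzyme reaction for 30 min at room temperature; detection: CDP-star luminescence signal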
RAM network inh: inhibitors of the yeast RAM network, primary screen, dse1pr::URA3 reporter, 5-FOA selection. S. cerevisiae dse1pr::URA3 reporter, 5-FOA growth OD615, 2 d; analog-sensitive cbk1-as2 kinase mutant strain. inhibition, % at 50 µM. 1.8% of 190,000 active. AID 868, 2007;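 active = inhibition above a set limit, 3 SD over mean compound inhibition, cut at about 8.4% in these data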;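 note: 0% = DMSO-only wells with no growth and 100% = 10 µM 1-NA-PP1 full growth; inhibition rescues growth on 5-FOA so higher OD means more RAM inhibition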
PPARg SRC2 recr: agonists of PPARg-SRC-2 recruitment, primary screen, biochemical, HTS; AID 1032, 2008; activation, % at 8 µM; Peroxisome proliferator-activated receptor gamma (Homo sapiens), P37231; PPARgamma LBD-SRC-2 recruitment; 0.34% of 200,000 active; in the data active = activation above about 22%;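 note: 0% = vehicle and 100% = reference agonist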
Target sequence (P37231 whole entry, looked up, the tested form may be a part): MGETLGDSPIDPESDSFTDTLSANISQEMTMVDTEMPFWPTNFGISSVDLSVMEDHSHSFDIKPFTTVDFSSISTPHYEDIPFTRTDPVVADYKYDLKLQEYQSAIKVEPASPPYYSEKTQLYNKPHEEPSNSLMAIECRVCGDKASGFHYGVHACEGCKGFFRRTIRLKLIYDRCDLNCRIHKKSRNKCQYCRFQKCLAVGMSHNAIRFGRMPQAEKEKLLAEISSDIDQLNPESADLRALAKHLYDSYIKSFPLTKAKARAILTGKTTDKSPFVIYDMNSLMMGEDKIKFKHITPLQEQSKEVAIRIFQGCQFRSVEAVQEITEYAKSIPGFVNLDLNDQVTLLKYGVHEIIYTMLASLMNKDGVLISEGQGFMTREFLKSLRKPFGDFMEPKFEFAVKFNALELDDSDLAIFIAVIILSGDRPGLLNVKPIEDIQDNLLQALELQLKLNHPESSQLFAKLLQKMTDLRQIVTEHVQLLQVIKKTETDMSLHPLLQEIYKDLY
HMGR II inh: inhibitors of E. faecalis class II HMGR, primary screen, biochemical, Enterococcus faecalis. purified E. faecalis HMGR, NADPH absorbance 340 nm kinetic. 0.41% of 190,000 active. inhibition, % at 10 µM;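 active = inhibition above a set limit, the median over all tested compounds plus 3 SD, cut at about 9.5% in these data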;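 note: enzyme runs in reverse so mevalonate oxidation gives rising NADPH absorbance; 0% = complete reaction with DMSO and 100% = background rate lacking mevalonate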
SRC2 TRFRET art: TR-FRET signal artefacts, primary screen, artefact control for PPARgamma SRC-2 agonist project, biochemical; TR-FRET artefact counter-screen; stronger effect = higher value; TR-FRET ratio at 8 µM; 0.4% of 200,000 active; in the data active = TR-FRET ratio above about 2000; note: inactives centre near 1500
PPARg SRC-1 ag: PPARgamma agonists recruiting SRC-1 coactivator, primary screen, biochemical. Peroxisome proliferator-activated receptor gamma (Homo sapiens), P37231. PPARgamma-SRC-1 coactivator recruitment biochemical assay. activation, % at 8 µM. 0.41% of 200,000 active; in the data active = activation above about 19%;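 note: 0% = DMSO and 100% = reference agonist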
PPARg SRC3 recr: PPARgamma agonists recruiting SRC-3 coactivator, primary screen, biochemical | Peroxisome proliferator-activated receptor gamma (Homo sapiens), P37231 | activation, % at 8 µM | 0.26% of 200,000 active | biochemical PPARgamma/SRC-3 coactivator recruitment assay; in the data active = activation above about 23%;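 note: 0% = DMSO and 100% = reference agonist; some compounds past the cut are filed as inactive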
Lmaj promast: Leishmania major promastigote growth inhibition, primary screen; inhibition, % at 10 µM; 9% of 200,000 active; AID 1063, 2008; Leishmania major promastigotes, resazurin fluorescence viability; in the data active = inhibition above about 50%;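 note: promastigotes grown with compound for 44 hours at 28 °C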
Redox H2O2 prof: compounds producing H2O2 with reducing agent – biochemical, NIH compound library profiling, artefact control for MLSCN library redox annotation, primary screen | DTT-dependent redox cycling H2O2, phenol red/HRP absorbance; 100% = 100 µM peroxide control, 0% = buffer | activation, % at 10 µM | 0.03% of 200,000 active;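 active = activation of at least 50% relative to the plate's high and low controls in the primary single-dose screen; inactive = activation below 50%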;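 note: compound incubated with DTT at 0.8 mM final as the reducing agent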
Active calls of the source: *; / = not tested or not shown.

SMILES	ROMK mod	S1P3 antagonist	bIAP inhibitor	RAM network inh	PPARg SRC2 recr	HMGR II inh	SRC2 TRFRET art	PPARg SRC-1 ag	PPARg SRC3 recr	Lmaj promast	Redox H2O2 prof
CN1CCN(c2nc(NCCOC34CC5CC(CC(C5)C3)C4)nc(OCC(F)(F)F)n2)CC1	/	-18	-8	-1.0	3	-3	1556	1	-1	42	-0.1
NC1=NC(=O)C2(COC(c3cccnc3)OC2)S1 (stereo not drawn)	-1.8	-11	-2	1.0	-9	0	1466	-10	-2	22	-0.1
NS(=O)(=O)c1cccc(NC(=O)COC(=O)C2(c3cccc(F)c3)CCCC2)c1	/	7	9	2.2	-1	-5	1632	6	-2	30	-0.6
COc1ccc(Cn2c(C3CC3)nc3ccc(NC(=O)C4CC4)cc3c2=O)cc1	/	15	8	5.5	-6	-6	1470	0	7	10	2.0
COc1ccc(OC)c(Nc2nc(-c3ccccc3O)nc3ccccc23)c1	-0.16	2	-11	9.7*	-5	-2	1413	6	-1	12	0.9
c1ccc(-n2nnnc2SCc2cccc3nsnc23)cc1	-0.66	-3	7	8.2	9	-1	1677	10	9	5	1.8
C/C(=N\Nc1ccc(C(F)(F)F)cc1[N+](=O)[O-])C(C)C	/	2	-12	0.0	-14	0	1448	1	-2	-7	-0.3
CCCCC(=O)Nc1ccc(NC(=O)c2cc(OC)c(OC)c(OC)c2)cn1	/	22	-2	3.8	-4	-2	1641	5	3	2	-1.3
CCOc1ccc(-n2c(=O)[nH]cc(C(=O)N3CCCc4ccccc43)c2=O)cc1	-0.55	-9	-6	-0.5	0	-3	1448	-8	3	-1	-0.3
Cc1ccccc1N(C(=O)CCC(=O)Nc1ccccn1)C(C(=O)NC(C)C)c1ccc(O)cc1 (stereo not drawn)	/	-17	-12	0.1	4	0	1753	12	-2	-3	0.9
O=C(/C=C/c1ccco1)Nc1ccc(-c2nc3ccccc3[nH]2)cc1	0.33	4	5	2.2	-1	-10	1480	-1	-1	29	-0.1
Cc1ccc(SCC(=O)N2CCC(C(N)=O)CC2)cc1	0.17	-4	9	0.2	-9	1	1445	-4	0	-3	-0.3
COc1ccccc1-n1c(=O)[nH]c2c(C(N)=O)nc(C3CCCCC3)nc21	/	-2	-24	5.6	8	-2	1582	-2	1	84*	-1.5
COc1ccc(-c2cnn3c4c(c(C)nc23)CCN4C(C)C)cc1OC	/	/	15	0.1	6	3	1735	7	7	1	1.1
Cc1sc2nc(C(C)Sc3n[nH]c(N)n3)[nH]c(=O)c2c1C (stereo not drawn)	-0.29	-16	-39	0.8	-1	2	1525	3	-2	-5	-1.8
CCn1c(SCC(=O)N2CCC(C(N)=O)(N3CCCCC3)CC2)nnc1-c1ccccc1	/	-28	-42	2.5	-8	-13	1668	-13	-22	-6	1.1
O=C(NCCc1ccccc1)C1CCC(CNc2c(N3CCCCC3)c(=O)c2=O)CC1 (stereo not drawn)	0.14	17	3	0.3	2	2	1421	8	2	-8	-0.5
COc1ccc(C(=O)C2CCCN(Cc3ccc4nonc4c3)C2)cc1F (stereo not drawn)	-0.6	10	9	2.1	2	-3	1487	-7	5	91*	-0.3
COc1ccc(CC(=O)NCc2nnc(SCc3ccc([N+](=O)[O-])cc3)n2C)cc1	-0.63	-5	-10	0.6	-1	-8	1696	10	-1	-4	0.3
O=C1CC(Nc2ccc(N3CCOCC3)cc2)C(=O)N1C1CCCCC1 (stereo not drawn)	0.15	/	-2	0.9	6	-4	1376	6	5	0	-1.9
Cc1ccccc1NC(=O)c1ccccc1NS(=O)(=O)c1cccc2cccnc12	/	/	4	5.8	-5	0	1323	-4	-2	-8	3.3
CN(CC(=O)NCc1ccccn1)S(=O)(=O)c1ccc(Br)cc1	0.53	-2	-2	0.0	2	-6	1549	2	4	-2	0.0
Cc1ccc2[nH]c(-c3cccc(N)c3)cc2c1	/	11	20	-2.1	11	-3	1700	12	14	7	-1.4
CCOCCCNS(=O)(=O)c1ccc(-n2cnnn2)c(OC)c1	0.084	/	38	-0.1	4	0	1655	8	-3	-8	0.2
CNC(=S)N(CCc1c(C)[nH]c2ccc(Cl)cc12)Cc1cccs1	-0.74	15	6	5.8	4	1	1683	7	5	43	-1.2
Cc1c(NC(=S)SCc2ccccc2)c(=O)n(-c2ccccc2)n1C	0.35	-11	3	2.6	5	0	1469	2	7	-3	-0.5
COc1cccc(CN(C)Cc2nc(C3CC3)no2)c1	-0.056	1	4	1.5	13	-5	1619	4	0	-4	-1.4
Cc1ccc(NC(=O)C2OCCc3ccccc32)cc1Cl (stereo not drawn)	-0.42	16	-6	0.9	-1	0	1694	0	2	13	-1.7
Fc1ccccc1NC(=S)NCCc1ccccc1	/	/	14	0.5	-9	-6	1600	0	2	7	3.0
Cc1ccc(C(=O)N2CCOCC2)cc1S(=O)(=O)Nc1cccc(C)c1C	/	-34	-14	2.9	-4	-6	1568	-4	3	-4	2.7
O=C(Cn1cnc2c(nnn2Cc2ccc(Cl)cc2)c1=O)c1ccccc1	/	-20	-7	4.0	11	-4	1431	1	5	-4	0.0
Cc1c(C(=O)NCc2cccnc2)sc2ncn(CC(=O)N3CCCCC3C)c(=O)c12 (stereo not drawn)	/	-24	-5	0.7	0	-6	1432	-5	-4	-1	0.2
COCC1CCCCN1Cc1cn(-c2ccccc2)nc1-c1ccc2c(c1)OCO2 (stereo not drawn)	-3.4*	-23	-1	1.2	0	-5	1346	-16	3	31	-1.0
Cc1ccc(CN2CCN(CC(=O)N3CCc4ccccc4C3)C2=O)cc1	-0.46	/	-9	1.8	9	4	1704	0	5	-6	0.1
Cc1ccc(SCc2cc(=O)[nH]c(/N=C(\N)Nc3ccccc3Sc3ccccc3)n2)cc1	/	-11	8	4.5	0	0	1443	14	-1	6	0.3
C(=N\n1cnnc1)/c1ccc2c(c1)OCO2	/	-19	6	0.5	-8	-7	1663	5	11	-2	8.0
Cc1ncc(CO)c(/C=N/NC(=O)c2ccc(Br)cc2)c1O	/	16	8	-0.2	-6	4	1611	2	2	98*	0.3
CCn1c(=O)c2c(n3c(=S)[nH]nc13)-c1ccccc1CC21CCCCC1	0.31	-18	/	4.0	0	1	1675	11	4	4	-0.8
O=C1COc2ccc(C(=O)COC(=O)Cc3ccc(Cl)cc3)cc2N1	-0.27	-8	7	1.8	9	-2	1771	3	1	6	-0.3
CSc1nc(Cl)cc(N2CCOCC2)n1	1	-2	0	0.1	6	-8	1858	10	10	-9	-1.2

Pulled by compound from above (2):
SMILES	ROMK mod	S1P3 antagonist	bIAP inhibitor	RAM network inh	PPARg SRC2 recr	HMGR II inh	SRC2 TRFRET art	PPARg SRC-1 ag	PPARg SRC3 recr	Lmaj promast	Redox H2O2 prof
Cc1ccccc1NC(=O)c1ccccc1NS(=O)(=O)c1cccc2cccnc12	/	/	4	5.8	-5	0	1323	-4	-2	-8	3.3
COc1ccc(OC)c(Nc2nc(-c3ccccc3O)nc3ccccc23)c1	-0.16	2	-11	9.7*	-5	-2	1413	6	-1	12	0.9

(more compounds)
SMILES	ROMK mod	S1P3 antagonist	bIAP inhibitor	RAM network inh	PPARg SRC2 recr	HMGR II inh	SRC2 TRFRET art	PPARg SRC-1 ag	PPARg SRC3 recr	Lmaj promast	Redox H2O2 prof
CC(=O)c1sc(NC(=O)c2cccc3ccccc23)nc1C	-0.044	/	9	-0.8	-5	1	1367	-4	3	-3	-0.9
CCOc1cc(/C=C2\C(=O)N(CCc3ccc(OC)c(OC)c3)C(C)=C2C(=O)OC)ccc1O	1.4	-13	/	4.9	-1	-3	1352	-10	-1	11	-0.1
O=C(Cc1cccs1)NC1(C(=O)NC2CCCC2)CCCCC1	-0.1	-14	-4	1.1	1	0	1539	2	4	-7	0.0
COC(=O)c1ccc(NC(=O)C(=O)N2CCN(C(=S)Nc3cccc(C)c3C)CC2)cc1	-0.4	-8	12	3.0	-6	-3	1537	0	-1	19	-0.4
Clc1ccc(-c2nnc(C34CC5CC(CC(C5)C3)C4)o2)cn1	1.2	/	24	3.0	2	-5	1628	0	6	-7	-0.1
Cc1csc(N/N=C\c2cccnc2)n1	0.45	-12	-17	2.8	-3	2	1526	-8	5	7	-0.3
CCCCC(=O)Nc1cccc(NC(=O)c2ccc3c(c2)OCO3)c1	/	11	12	4.1	4	-2	1434	0	-4	0	0.4
O=C(CSc1nnc(C2COc3ccccc3O2)o1)N1CCN(c2ccccc2)CC1 (stereo not drawn)	0.63	2	0	5.5	5	-1	1472	-10	-2	-8	-2.0
COCC(=O)OCC(=O)Nc1ccccc1-c1ccccc1	-0.24	-6	4	-0.1	2	-3	1501	1	-1	8	0.0
O=C(CCCN1C(=O)c2ccccc2C1=O)NC1=NCCS1	/	-15	4	1.1	-3	-6	1427	-8	-8	12	-0.3
Cc1cccc(CSc2ncnc3ccccc23)c1	-0.12	0	4	0.6	7	9	1656	5	5	-6	-0.1
CCOC(=O)C1(C)NC(c2cccs2)C2C(=O)N(c3ccc(C)cc3)C(=O)C21 (stereo not drawn)	-0.033	-21	0	-0.1	-2	-2	1707	-4	6	-2	-0.7
O=C(Nc1cccc(-c2nc3ccccc3c(=O)o2)c1)c1ccccc1	/	-19	5	2.9	4	-2	1628	6	-1	-6	0.0
CCOC(=O)c1c(C)[nH]c(C)c1C(=O)CSc1nncs1	-0.087	-3	0	1.1	10	10*	1732	-1	6	-5	0.2
Cc1ccc(-n2cnc3c(sc4nccc(N(C)C)c43)c2=O)cc1	/	-14	26	0.1	7	-4	1605	-6	1	14	0.6
COC(=O)NNC(=O)C1CCC(C)CC1 (stereo not drawn)	0.99	0	-1	1.3	14	1	1699	1	4	-5	-0.4
COc1cc(OC)cc(C(=O)NNC(=S)Nc2ccccc2OC)c1	2.2	-1	-2	-0.3	1	-1	1479	7	0	0	0.2
Cc1ccc(Cl)cc1-n1c(=O)cc(N2CC(C)OC(C)C2)[nH]c1=O (stereo not drawn)	/	/	-10	3.3	3	-5	1593	6	-5	0	-0.2
O=C(/C=C/c1ccc(Br)cc1)c1ccc(NC2=NCCCS2)cc1	-0.014	8	-9	-0.1	-6	-4	1380	2	-1	100*	-0.3
CCOc1ccc(Cl)cc1S(=O)(=O)N1CCCC1	1	16	-4	0.1	13	-5	1748	4	7	-2	0.0
Cc1c(Cc2ccccc2)c(=O)oc2c(O)c(O)ccc12	-0.69	-18	1	1.2	-1	3	1578	8	4	3	0.6
CC/C(=N\NC(=S)Nc1cc(C)ccc1C)c1ccc(OC(F)F)cc1	-0.7	4	0	5.3	6	-5	1657	2	5	74*	0.4
